Source: PubChem BioAssay (several laboratories)
HER2 expr 66K = inhibitors of human Her2 kinase expression; SKBR-3 HER2 protein level, AlphaScreen, 18-24 h; stronger effect = lower value; 0.69% of 65,000 active; HER2 level % of control, % at 10 µM; P04626;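 active means HER2 level under 5% of the carrier-only control; inconclusive means no clear call, values can overlap the other calls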;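 further: 100% = DMSO carrier and 0% = 500 nM PU-H71 HSP90 inhibitor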
CatB mix inh = inhibitors of human cathepsin B in compound mixtures | P07858 | Purified cathepsin B, AMC dipeptide fluorescence | inhibition, %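 (ten-compound pools at 5 µM per compound and 50 µM total)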 | 0.06% of 62,000 active | AID 488; in the data active means inhibition above about 22%, passing the limit was not always enough; inconclusive means no clear call, values can overlap the other calls;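 further: 0% = enzyme without compound and 100% = no enzyme blank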
C1s block = human complement C1s inhibition. purified C1s, fluorogenic AMC substrate, pooled mixtures. P09871. 0.16% of 62,000 active. mean inhibition % of two 10-compound mixtures (stronger effect = higher value), % at 5 µM (by protocol). AID 538;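 active means inhibition above 20% in each of the two 10-compound mixture wells holding the compound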;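 further: 0% = enzyme wells lacking compound mixture and 100% = no-enzyme blank wells; some compounds called inactive have numbers as strong as hits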
PKA inh = blocks human protein kinase A activity; P17612; PKA Kemptide phosphorylation, Kinase-Glo ATP luminescence; inhibition, % at 6 µM; 0.1% of 65,000 active; AID 524;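 active means inhibition above the screen-wide mean inhibition plus 3 SD, cut at about 21% in these data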; further: many of its hits are not listed in these tables
CatB block = inhibitors of human cathepsin B; P07858; purified cathepsin B, fluorogenic substrate, fluorescence; inhibition, %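 (tested at 10 µM)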; 0.1% of 63,000 active; AID 453; in the data active means inhibition above about 21%;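 further: 0% = enzyme with no compound and 100% = no enzyme blank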
CatL inh = blocks human cathepsin L protease activity | P07711 | purified cathepsin L, fluorogenic substrate, fluorescence | inhibition, %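 (tested at 10 µM)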 | 0.17% of 58,000 active; in the data active means inhibition above about 45%;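 further: 0% = enzyme with no compound and 100% = no enzyme blank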
CatS inh = blocks human cathepsin S protease activity; 0.06% of 62,000 active; inhibition, %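 (tested at 5 µM per compound within 10-compound mixtures)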; P25774; recombinant cathepsin S, AMC dipeptide fluorescence, pooled mixtures; in the data active means inhibition above about 32%, passing the limit was not always enough; inconclusive means no clear call, values can overlap the other calls;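 further: 0% = enzyme without compound and 100% = blank without enzyme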
Target sequence (P25774 115-331 limits assumed): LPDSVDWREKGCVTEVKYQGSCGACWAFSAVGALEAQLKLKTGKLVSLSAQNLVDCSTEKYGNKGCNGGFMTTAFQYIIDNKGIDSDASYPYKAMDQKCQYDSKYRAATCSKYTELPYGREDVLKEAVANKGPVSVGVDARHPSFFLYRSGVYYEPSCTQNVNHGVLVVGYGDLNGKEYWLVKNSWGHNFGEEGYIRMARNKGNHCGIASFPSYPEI
ROCK2 blocker = inhibitors of human Rho kinase 2 | O75116 | purified ROCK2, Kinase-Glo ATP depletion luminescence | inhibition, % at 6 µM | 0.35% of 60,000 active | AID 604;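 active means inhibition above the screen-wide mean inhibition plus 3 SD, cut at about 18% in these data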;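 further: plate controls were DMSO wells for no effect and Y-27632 control wells after no-enzyme background subtraction for full effect; many of its hits are not listed in these tables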
CatG inh = blocks human cathepsin G enzyme activity. P08311. inhibition, % at 5 µM (by protocol). 0.2% of 62,000 active. purified enzyme, AMC-tetrapeptide fluorescence, pooled mixtures;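 active means inhibition above 20% in each of the two mixture wells holding the compound; inactive means inhibition of 20% or less in either well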;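 further: 0% = enzyme control without mixture and 100% = blank lacking enzyme; strong numbers were not always called active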
Target sequence (P08311 21-244 limits assumed): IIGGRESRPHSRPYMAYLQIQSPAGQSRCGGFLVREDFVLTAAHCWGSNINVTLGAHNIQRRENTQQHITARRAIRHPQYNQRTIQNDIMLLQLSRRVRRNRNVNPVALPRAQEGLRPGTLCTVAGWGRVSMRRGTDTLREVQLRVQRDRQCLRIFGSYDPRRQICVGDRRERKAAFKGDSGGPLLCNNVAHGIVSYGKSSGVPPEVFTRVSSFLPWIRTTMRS
The depositor's hits bear a star; ? = inconclusive; . = no result given.

Short keys: A = HER2 expr 66K; B = CatB mix inh; C = C1s block; D = PKA inh; E = CatB block; F = CatL inh; G = CatS inh; H = ROCK2 blocker; I = CatG inh
Cc1cc(C)n(-c2ccc(Cl)c(C(=O)OCC(=O)N3CCCCC3C)n2)n1 (stereo not given)
  A = 97	B = 1	C = 1	D = -1	E = 4	F = 20	G = 0	H = -2	I = 3
NC(=O)c1nn(-c2ccccc2)nc1NC(=O)CN1CCCCC1
  A = 79	B = -1	C = 1	D = -2	E = -1	F = -7	G = -6	H = -5	I = 2
CN(c1ccccc1C(N)=O)S(=O)(=O)c1ccccc1
  A = 90	B = 2	C = 19	D = -6	E = 0	F = 3	G = 8	H = -4	I = 11
CC1CCN(c2nnc(N3CCC(C)CC3)c3ccccc23)CC1
  A = 81	B = 1	C = 0	D = 7	E = -5	F = 0	G = -3	H = 5	I = -3
O=S(=O)(NC1CCCC1)c1ccc(Br)s1
  A = 94	B = 8	C = 10	D = 3	E = 8	F = 3	G = ?	H = 5	I = 8
N#Cc1ccc(Oc2cccnc2)cc1C#N
  A = 82	B = 1	C = -2	D = 7	E = 4	F = .	G = -7	H = 10	I = 8
Cc1cccc(N2C(=O)N(c3ccccc3C)C3CS(=O)(=O)CC32)c1 (stereo not given)
  A = 58	B = 6	C = 7	D = 2	E = 4	F = .	G = -9	H = 6	I = 13
COc1ccc(C(C)(C)C)cc1NC(=O)C1C2C=CC(C2)C1C(=O)O (stereo not given)
  A = 135	B = 3	C = -5	D = 4	E = 1	F = 0	G = -1	H = 3	I = 7
CC1=C(C(=O)Nc2cccnc2)C(c2ccc(C(C)C)cc2)n2ncnc2N1 (stereo not given)
  A = 92	B = 1	C = -25	D = 3	E = -1	F = -1	G = -2	H = 3	I = -5
COc1ccc(-n2c(Cn3c(=O)sc4ccccc43)nnc2SCC(=O)N2CCCCC2)cc1
  A = 85	B = 3	C = 11	D = -7	E = 1	F = .	G = 0	H = 1	I = 10
Cc1cc(C)n(-c2nc3ccccc3nc2N2CCOCC2)n1
  A = 93	B = 1	C = 2	D = 8	E = 7	F = .	G = -1	H = 1	I = 1
CCOc1cc(NC(=O)C2CCCO2)c(OCC)cc1NC(C)=O (stereo not given)
  A = 113	B = 7	C = 1	D = 1	E = 2	F = -9	G = 0	H = 3	I = -1
CCCN1CCN(C(c2cc3cc(OCC)ccc3[nH]c2=O)c2nnnn2C2CCCCC2)CC1 (stereo not given)
  A = 93	B = -6	C = -37	D = -4	E = -2	F = -61	G = 7	H = -2	I = -2
Cc1cccnc1NC(=O)c1ccc2nc(N)sc2c1
  A = 75	B = 7	C = -18	D = 7	E = 7	F = 5	G = 9	H = .	I = -1
Cc1cc(C)c2c(n1)nn1c(C3CC3)cc(C(F)(F)F)nc21
  A = 103	B = 5	C = -1	D = 1	E = -6	F = -1	G = -1	H = 3	I = 0

Pulled one by one from above:
Short keys: A = HER2 expr 66K; B = CatB mix inh; C = C1s block; D = PKA inh; E = CatB block; F = CatL inh; G = CatS inh; H = ROCK2 blocker; I = CatG inh
CCOc1cc(NC(=O)C2CCCO2)c(OCC)cc1NC(C)=O (stereo not given)
  A = 113	B = 7	C = 1	D = 1	E = 2	F = -9	G = 0	H = 3	I = -1
CN(c1ccccc1C(N)=O)S(=O)(=O)c1ccccc1
  A = 90	B = 2	C = 19	D = -6	E = 0	F = 3	G = 8	H = -4	I = 11
N#Cc1ccc(Oc2cccnc2)cc1C#N
  A = 82	B = 1	C = -2	D = 7	E = 4	F = .	G = -7	H = 10	I = 8

New compounds follow
SMILES,HER2 expr 66K,CatB mix inh,C1s block,PKA inh,CatB block,CatL inh,CatS inh,ROCK2 blocker,CatG inh
CCCS(=O)(=O)N1CCCC(C(=O)NCCN2CCOCC2)C1 (stereo not given),117,0,14,7,6,15,6,6,11
O=C(CN(C(=O)CCC(=O)Nc1nccs1)c1ccc2c(c1)OCCO2)NCc1ccco1,76,9,12,0,5,8,16,0,11
COc1ccc(-n2c(SCC(=O)N3CCCCC3)nnc2-c2cccnc2)cc1,110,2,3,16,0,-1,0,6,9
Clc1ccc(Cc2nnc(-c3ccccc3Br)o2)cc1,94,0,-4,5,0,-2,-4,-4,-1
COc1ccc(C(=O)Nn2cnc3scc(-c4cccs4)c3c2=O)c(O)c1,71,-1,0,-2,2,7,-6,2,5
CCCCC(=O)N=c1sc2cc(S(C)(=O)=O)ccc2n1C,98,4,-6,6,4,9,7,5,10
CCOC(=O)C1C(c2cccs2)NC(=O)NC1(O)C(F)(F)F (stereo not given),87,-6,-5,-5,0,.,-5,0,-5
COc1ccc(CCNC(=O)NC2CCCCC2)cc1OC,112,-3,-41,10,-1,3,-8,4,3
Cn1c(=O)c2c(nc(SCCN3CCOCC3)n2Cc2cccc3ccccc23)n(C)c1=O,189,6,-3,3,9,-1,4,.,-3
O=C(OCc1nnc(-c2ccccc2)o1)C1CCN(S(=O)(=O)c2cccs2)CC1,97,2,0,4,5,-10,-1,2,-4
O=C(O)c1c(-c2ccccc2)c2oc3ccccc3c2[nH]c1=O,69,-1,-20,12,4,-10,-2,7,2
O=c1c2c([nH]c3ccc(Br)cc13)CCCC2,91,-1,5,8,3,7,5,2,1
Cc1nn(Cc2ccccc2)c(C)c1NC(=O)c1cc(-c2ccc3c(c2)OCO3)on1,72,-1,10,7,3,18,3,4,26
COn1cnnc1-c1ccccc1,91,1,15,9,4,21,3,6,7
COC(=O)c1ccccc1S(=O)(=O)N(Cc1ccco1)Cc1cc2cc(OC)ccc2[nH]c1=O,74,7,-36,3,-1,-1,-21,5,-3
Cc1ccc(-n2nc3c(c2NC(=O)C(C)(C)C)CSC3)c(C)c1,83,-4,-190,4,-2,-8,-21,4,-13

Sorted by value in C1s block (rising): 3 of the compounds above
structure	HER2 expr 66K	CatB mix inh	C1s block	PKA inh	CatB block	CatL inh	CatS inh	ROCK2 blocker	CatG inh
CCCCC(=O)N=c1sc2cc(S(C)(=O)=O)ccc2n1C	98	4	-6	6	4	9	7	5	10
O=c1c2c([nH]c3ccc(Br)cc13)CCCC2	91	-1	5	8	3	7	5	2	1
COn1cnnc1-c1ccccc1	91	1	15	9	4	21	3	6	7

Some of the compounds tested (hit frequency here may not be typical).
